p53ts 32C kill – qHTS Screen for Compounds that Selectively Target Cancer Cells with p53 Mutations: Cytotoxicity of p53ts Cells at the Permissive Temperature; H1299-p53A138V at 32C, ATP luminescence viability, 24 h; Potency, µM (top dose mostly 46.1 µM), for the others: top-dose activity change, negative = cytotoxicity, hits mostly cytotoxic; 130,000 tested, 0.93% active;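 also: 0% = DMSO and -100% = full killing by reference compound; nearly all actives have a fitted effect of over 55% in size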
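Cells: H1299 p53ts (A138V), 600/well, pre-incubated 16–30 h at 37C. Cpd up to 46 uM, 24 h, 32C. Readout: ATPlite luminescence, 20 min RT. Normalization: DMSO vs tamoxifen 100 uM. AC50 by Hill equation.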
p53ts 39C kill – qHTS Screen for Compounds that Selectively Target Cancer Cells with p53 Mutations: Cytotoxicity of p53ts Cells at the Nonpermissive Temperature | H1299-p53A138V viability at 39C, ATP luminescence, 24 h | AID 902, 2007 | Potency, µM (series often up to 46.1 µM), inactives show top-dose activity change, negative = cell killing, actives largely listed as cytotoxic | 130,000 tested, 1.5% active; also: nearly all actives have a fitted effect of over 55% in size
IkB signaling – IkB Signaling | 110,000 tested, 0.04% active | Potency, µM (top dose mostly 57.1 µM), without a hit: top-dose IkBa stabilization activation | ABC-DLBCL IkBa-CBG/CBR dual luciferase ratio, 4 h; response scale: scaled: untreated 0%, proteasome inhibitor 100% | AID 445, 2006; active = well fitted curve in the direction sought with a large enough effect in the signal ratio, not every such curve was filed as active; inconclusive = small, poorly fitted or top-dose-only effect, or a change in a side signal; the % refers to the signal ratio;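 also: the direction sought is a rising ratio; 0% = basal untreated cells and 100% = reference inhibitor full response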
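In this assay, an IκBα–CBG68 fusion accumulates when IKK-driven degradation is blocked; native CBR normalizes for cell number. OCI-Ly3 cells were treated 4 h with compound and doxycycline, then green and red light read after Chroma-Glo addition.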
Imprint erasure – qHTS Assay for Compounds that Induce Erasure of Genomic Imprints; mouse ES Peg3-LacZ reporter, beta-gal luminescence, 40 h; Potency, µM (series often up to 60.7 µM), for the others: at the highest dose activity change, positive = activation, hits mostly activators; 110,000 tested, 0.02% active;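 also: 0% = negative control wells on the plate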
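Each well holds 300 Peg3LacZ-Neo (maternal) female ES cells incubated 40 h at 37C, 5% CO2. LacZ is measured by BetaGlo luminescence, with AC50 and maximum efficacy derived from dose-response curves.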
An asterisk follows results filed as active; ? = inconclusive; / = not tested or not shown; & = joins results of further samples; [ ] = dose if it differs, or a comment. Unless noted, calls follow the shape of the dose curve; as a rule, active = well fitted curve in the direction sought with a large enough effect; inconclusive = small, poorly fitted or top-dose-only effect, or another doubt; inactive = no such curve, though single readings can be large; an effect the other way counts as inactive or inconclusive. Unless noted, % is scaled to controls: 0 for no effect and ±100 for the full control effect; potency is read from the fitted curve at half-maximal effect. This is a random part of the collection, and some 1.7% of all compounds hit somewhere here.

SMILES | p53ts 32C kill | p53ts 39C kill | IkB signaling | Imprint erasure
N#Cc1cccc(-c2cncnc2-n2ccnc2)c1 | 8.0% | -0.2% | -0.5%[11.4 µM] | -4.2%
CC(C)COc1ccc(C(=O)Nc2cc(-c3ccccc3)no2)cc1 | 6.1% | -1.0% | -1.9% | -18.0%[10.9 µM]
CCN1CCC[C@H]1CNC(=O)c1c(O)c(Cl)cc(Cl)c1OC | -2.2% | -6.3% | 0.7% | -3.0%&-0.9%
CCCCC(=O)NC1(C(F)(F)F)C(=O)N(Cc2ccco2)C(C)=C1C(=O)OC (stereo unspecified) | 7.4% | 9.2% | 1.7% | -16.4%
Cc1ccc(C(=O)Nc2ccc(S(=O)(=O)O)c3cc(S(=O)(=O)O)cc(S(=O)(=O)O)c23)cc1NC(=O)c1cccc(NC(=O)Nc2cccc(C(=O)Nc3cc(C(=O)Nc4ccc(S(=O)(=O)O)c5cc(S(=O)(=O)O)cc(S(=O)(=O)O)c45)ccc3C)c2)c1 | 32.0%&0.1%&6.1%[activator] | 1.7%&5.3%&-8.3% | 0.0%&-0.1% | ?
CC(=O)[C@H]1CC[C@H]2[C@@H]3C=CC4=CC(=O)CC[C@@]4(C)[C@H]3CC[C@]12C | 6.6%[20.6 µM] | 0.6%[20.6 µM] | 0.9%[25.6 µM] | -13.3%[16.8 µM]
Nc1nnc(-c2cccnc2)s1 | 4.8% | -1.4% | 0.4% | -4.7%
Cc1nn(C)c(C)c1CNC(=O)c1nn2c(c1Cl)NC(c1cccs1)CC2C(F)(F)F (stereo unspecified) | -8.6% | 0.6% | ? | -5.0%
CN1CCN(S(=O)(=O)c2ccc(NC(=O)c3cccs3)cc2)CC1 | 0.8% | 6.2% | 0.2% | -24.7%
O=C(Cn1c(=O)n(Cc2ccc(C(=O)NCc3ccc4c(c3)OCO4)cc2)c(=O)c2ccccc21)Nc1ccccc1F | 10.7% | 27.1% | ? | -7.7%[10.9 µM]
COC(=O)c1ccc(NC(=O)CSc2nnc(-c3ccncc3)n2C)cc1 | -4.7% | -2.2% | -0.2% | 8.9%
COc1ccccc1CNc1ccnc(-c2ccccc2Cl)n1 | 6.7% | -13.1% | -1.8%[11.4 µM] | -16.9%
COc1ccc(CNC(=O)C2CCN(S(=O)(=O)c3cccc4nonc34)CC2)cc1OC | -0.1% | -15.4% | 1.3% | -6.8%[10.9 µM]
COC(OC)[C@@H](C)[C@H](OC)[C@@H](C)[C@H](OC)c1ccccc1 | -1.5%[9.22 µM] | 0.1%[9.22 µM] | / | /
O=C(CSc1nnc(-c2ccncc2)n1-c1ccccc1)Nc1ccc(Br)cc1 | 1.2% | 1.4% | -1.5% | 23.0%[10.9 µM]
O=C(Nc1ccc(Nc2ccc3c(c2)C(=O)c2ccccc2C3=O)c2c1C(=O)c1ccccc1C2=O)c1ccccc1 | -5.4%[9.22 µM] | -3.2%[9.22 µM] | -1.5%[11.4 µM] | 4.5%[10.9 µM]
CCNS(=O)(=O)c1ccc(NC(=O)Cn2nc(C(F)(F)F)cc2C)cc1 | 4.5% | -2.1% | -2.1% | -4.2%
c1csc(CNc2nc(-c3ccoc3)nc3ccccc23)c1 | -1.6% | 0.7% | 0.6%[11.4 µM] | ?
COc1ccc(N2C(=O)CSC23C(=O)Nc2ccccc23)cc1 (stereo unspecified) | 0.4% | 13.6% | / | /
O=C(Cn1nnc2c(cnn2-c2ccccc2)c1=O)N1CCN(c2ccccc2F)CC1 | 3.9% | -0.1% | ? | -9.9%
CCCCNC(=O)CC1N=C2c3ccccc3N=C(SCC(=O)Nc3ccc(OC)cc3)N2C1=O (stereo unspecified) | -12.0% | -2.0% | -1.5% | -10.1%
CC(C)CC1NC2(C(=O)N(C)c3ccccc32)C2C(=O)N(C(C)C)C(=O)C12 (stereo unspecified) | 3.7% | 17.0% | 1.6% | -2.1%
Cn1nccc1C(=O)NCc1ccc2c(c1)CCN2C(=O)c1ccccc1 | 5.2% | -18.9% | ? | -20.5%[10.9 µM]
CC(=O)NCCOc1nc(N(C)C)nc(N2CCOCC2)n1 | 4.1% | 0.0% | -0.1% | 1.2%
Cc1ccc(C(=O)CSc2nc(-c3ccccc3)nc3c2CCCC3)cc1 | 5.3% | 24.7% | 4.9% | -11.2%[10.9 µM]
Next part
SMILES | p53ts 32C kill | p53ts 39C kill | IkB signaling | Imprint erasure
COc1ccc(C(=O)/C=C/Nc2cc(C)on2)c(OC)c1 | -13.0% | -13.8% | -0.3% | -29.4%
CCCSCCCNC(=O)CC1Oc2ccccc2NC1=O (stereo unspecified) | 15.3% | 0.6% | 2.5% | -5.6%
COc1cccc(-c2nc(N(C)C)c3ccccc3n2)c1 | -1.3% | -21.7% | -1.1%[11.4 µM] | ?
Cc1cc(C)n(-c2ccc(Cl)c(C(=O)OCC(=O)N3CCCCC3C)n2)n1 (stereo unspecified) | 1.5% | -2.1% | 0.8% | -13.8%
O=C(CCS(=O)(=O)c1ccc(Cl)cc1)Oc1ccc2c(c1)OCO2 | -2.4% | -9.8% | 2.6% | -3.7%
Cc1cc(O)c(C(c2ccccc2Cl)N2CCCCC2)c(=O)n1Cc1ccco1 (stereo unspecified) | 6.2% | -5.5% | ? | -5.4%[10.9 µM]
CCOC(=O)c1cnn(CCOC(=O)Cc2cccs2)c1NC(=O)Cc1cccs1 | -0.2% | -2.8% | 3.5% | -12.3%
Cc1ccc(C)c(N2CCN(c3ccc(NC(=O)c4cccs4)cc3C(=O)O)CC2)c1 | 11.9% | -29.2% | 0.6% | -17.8%[10.9 µM]
Oc1ccc(Nc2nc(N3CCCC3)c3ccccc3n2)cc1 | ? | ? | ? | -26.3%
CC(C)OCC(O)CN (stereo unspecified) | 5.7% | 1.9% | 0.6% | 7.1%
O=C1/C(=C/c2ccccc2)Oc2ccccc21 | 7.2%[9.22 µM] | 6.9%[9.22 µM] | / | /
CCOc1ccccc1CNC(=O)C1CCCN(c2nnc(C)c3c(C)n(-c4ccccc4)nc23)C1 (stereo unspecified) | -9.6% | -4.7% | ? | -17.0%[10.9 µM]
CCN(CC)CC#CCC(O)(c1ccccc1)C1CCCC1 (stereo unspecified) | ? | -13.1% | / | /
c1ccc(COc2cccc(CN3CCN(c4ccccn4)CC3)c2)cc1 | -4.6% | -7.4% | 8.7% | -26.5%
Cc1ccc2c(=O)c(C(=O)c3ccc(F)cc3)cn(CC(=O)NC3CCCCC3)c2n1 | -1.2% | 11.9% | ? | 3.2%[10.9 µM]
COc1cccc(-c2ccc3c(N)c(C(=O)Nc4ccc(Cl)cc4F)sc3n2)c1 | ? | ? | 4.1% | -26.0%[10.9 µM]
N#Cc1cccc(NC(=O)C2CCN(c3cnccn3)CC2)c1 | -6.4% | 5.6% | -0.7% | 8.3%[10.9 µM]
CCCCCCCCCn1c2c(c(=N)c3c1CCC3)CCC2 | -19.9% | -17.8% | / | /
N/C(CC(=O)Nc1cc(C(F)(F)F)ccc1Cl)=N\O | 1.2%[9.22 µM] | 1.6%[9.22 µM] | 0.4%[11.4 µM] | 0.7%[10.9 µM]
Oc1ccccc1C1=NCCNC(C(F)(F)C(F)F)=C1 | 6.2% | 2.3% | -0.1% | -7.0%
Cc1cccn2c(=O)c3cc(C(=O)Nc4ccc(N(C)C)cc4)n(C)c3nc12 | 1.5% | -7.8% | -3.4% | -3.9%
COc1ccccc1-c1nnc(SCc2ccccn2)n1C | 1.2% | 9.1% | 1.1% | 5.1%
CCOC(=O)c1c(C)[nH]c2cc(Br)c(O)cc12 | 10.5% | 4.7% | -2.5% | 13.1%
CNC(=O)CSc1nnc(COc2ccc(Cl)cc2)n1CCOC | 13.8% | -7.3% | 3.0% | 0.1%
Cc1ccc(NS(=O)(=O)c2ccc3c(c2)CCCN3C(=O)C2CCC2)c(C)c1 | 4.9% | -17.8% | ? | -3.9%[10.9 µM]

Entries above that have a furan ring, fused or not (three):
SMILES | p53ts 32C kill | p53ts 39C kill | IkB signaling | Imprint erasure
CCCCC(=O)NC1(C(F)(F)F)C(=O)N(Cc2ccco2)C(C)=C1C(=O)OC (stereo unspecified) | 7.4% | 9.2% | 1.7% | -16.4%
c1csc(CNc2nc(-c3ccoc3)nc3ccccc23)c1 | -1.6% | 0.7% | 0.6%[11.4 µM] | ?
Cc1cc(O)c(C(c2ccccc2Cl)N2CCCCC2)c(=O)n1Cc1ccco1 (stereo unspecified) | 6.2% | -5.5% | ? | -5.4%[10.9 µM]

The listing continues.
SMILES | p53ts 32C kill | p53ts 39C kill | IkB signaling | Imprint erasure
CCC(C)NC(=O)c1ccc(NC(=O)C2CCCO2)cc1 (stereo unspecified) | -3.1% | -3.6% | -0.1% | -10.1%
COc1ccc(OC)c(NC(=O)CSc2nccn2-c2cc(C)cc(C)c2)c1 | 0.5% | -5.4% | 0.2% | -13.9%[10.9 µM]
CC1(C)CC(=O)C2=C(C1)N(CC1CCCO1)C(=O)NC2(C(F)(F)F)C(F)(F)F (stereo unspecified) | 5.8% | 3.0% | 0.1% | 1.8%
CCn1c(=N)c(C(=O)NCC2CCCO2)cc2c(=O)n3cc(C)ccc3nc21 (stereo unspecified) | -6.2% | 3.5% | 0.7% | -5.8%[10.9 µM]
O=C(NCCc1ccccc1F)C1CCCN1S(=O)(=O)c1ccccc1 (stereo unspecified) | 0.9% | -12.6% | / | /
Cc1nn(CCC(=O)Nc2cc(F)ccc2F)c(=O)c2nn(-c3ccccc3)c(C)c12 | -7.2% | -10.0% | -2.3% | -11.6%[10.9 µM]
CC1=C(C(=O)OC2CCCC2)C(c2ccccc2C(F)(F)F)CC(=O)N1 (stereo unspecified) | 16.4% | -24.3% | ? | -15.4%[10.9 µM]
CCCNC(=O)c1cccc(COCC(F)(F)C(F)F)c1 | 2.8% | 5.6% | -5.3% | -12.2%
CC1Oc2ccccc2N(CC(=O)N2CCCc3ccccc32)C1=O (stereo unspecified) | -0.3% | 5.2% | 0.3% | -7.6%
COc1ccc(NC2CC(=O)N(C(C)C)C2=O)cc1 (stereo unspecified) | -8.8% | 3.6% | -2.0% | -2.4%
Cc1cc(C)cc(NC(=O)Cn2c(=O)n(Cc3ccc4c(c3)OCO4)c(=O)c3oc4ccccc4c32)c1 | -3.3% | -9.3% | 0.5% | -5.1%[10.9 µM]
CCc1nnc(NC(=O)CSc2nnc(-c3ccc(OC)cc3)n2C)s1 | 3.0% | 7.3% | 1.1% | -11.9%
CCOc1ccc2[nH]c(=O)c(CN(Cc3ccco3)C(=O)c3cccc(F)c3)cc2c1 | -12.4% | -9.4% | 2.7% | -1.4%
Cc1ccc(-c2nnc(Nc3ccc(F)cc3)c3ccccc23)cc1S(=O)(=O)N1CCN(C)CC1 | 17.1% | 13.0% | ? | -10.4%[10.9 µM]
CCN(CC)CCOC(=O)C1(c2ccc([N+](=O)[O-])cc2)CCCC1 | -6.9% | -17.5% | 0.4% | -8.9%
Cc1ccccc1NC(=O)CSC1=Nc2ccccc2C2=NC(Cc3ccccc3)C(=O)N12 (stereo unspecified) | 1.4% | -13.4% | 0.6% | -2.4%[10.9 µM]
CC(C)C(=O)N1CCN(c2ccc(NC(=O)c3ccc(Br)o3)cc2)CC1 | 13.6% | 6.0% | -0.7% | -23.6%
CCOC(=O)c1c(N)nn(C(=O)C(C)C)c1-c1ccccc1 | -0.5% | 6.0% | -1.0% | -13.8%
Cc1ccc(-n2c(Cc3cccn3C)nnc2SCC(=O)Nc2ccc3c(c2)OCO3)cc1 | 3.7% | -4.9% | ? | -21.8%
CCOC(=O)OCC1OC(C#Cc2ccc(Br)cc2)C=CC1OC(=O)OCC (stereo unspecified) | -8.2%[9.22 µM] | -15.2%[9.22 µM] | / | /
CCCC[C@@H]1C[C@H]1C(NC(=O)c1cccs1)c1ccc(Cl)cc1 (stereo partly specified) | -12.6% | -1.2% | / | -16.9%
O=C(c1cccc(Cl)c1)N1CCN(CCc2ccccn2)CC1 | -6.6% | 11.9% | 0.5% | -9.6%[10.9 µM]
Cc1ccc(C)c(CN2C(=O)c3ccccc3S(=O)c3ccc(C(=O)NCc4ccccc4)cc32)c1 (stereo unspecified) | 9.0% | -3.7% | ? | -16.9%[10.9 µM]

Screens from PubChem BioAssay.
